# Compound activity from PubChem BioAssay.
# 12-LOX inh = Primary qHTS assay for inhibitors of human arachidonate 12S-lipoxygenase (ALOX12): Round 2; purified 12hLO, xylenol orange hydroperoxide absorbance; Potency, µM (highest dose often 108 µM), for the others: at the highest dose activity change, negative = inhibition, most hits filed as inhibitors; 580,000 compounds, 1.1% hits; note: potency is the fitted concentration of half-maximal effect; % is set by controls: 0 for no effect and ±100 for the full control effect
# Target sequence (P18054 whole entry, looked up): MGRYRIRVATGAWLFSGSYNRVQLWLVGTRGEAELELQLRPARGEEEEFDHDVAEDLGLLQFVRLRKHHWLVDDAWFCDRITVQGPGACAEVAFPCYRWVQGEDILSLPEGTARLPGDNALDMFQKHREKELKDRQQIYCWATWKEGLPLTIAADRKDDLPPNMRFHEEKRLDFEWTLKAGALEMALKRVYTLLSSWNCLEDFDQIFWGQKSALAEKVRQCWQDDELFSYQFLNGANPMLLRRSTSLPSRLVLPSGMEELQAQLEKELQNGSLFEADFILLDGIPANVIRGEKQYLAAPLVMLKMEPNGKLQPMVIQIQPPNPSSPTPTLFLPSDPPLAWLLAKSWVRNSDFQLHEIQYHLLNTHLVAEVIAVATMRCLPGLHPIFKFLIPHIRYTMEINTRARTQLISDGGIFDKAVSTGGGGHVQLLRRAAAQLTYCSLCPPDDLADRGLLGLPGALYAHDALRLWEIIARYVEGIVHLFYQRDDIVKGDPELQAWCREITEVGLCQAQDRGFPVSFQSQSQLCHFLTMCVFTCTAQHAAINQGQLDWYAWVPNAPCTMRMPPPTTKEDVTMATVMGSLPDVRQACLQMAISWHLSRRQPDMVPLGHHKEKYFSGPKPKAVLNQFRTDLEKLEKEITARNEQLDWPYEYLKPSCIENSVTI
#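 Hydroperoxide product was detected by ferrous iron/xylenol orange as the 573 to 405 nm absorbance ratio. Arachidonic acid at 40 uM (final) was turned over for 30 min at room temperature by 150 nM human 12hLO, pH 7.0 Hepes buffer, after 15 min compound preincubation.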
# Vif-APOBEC3F blk = qHTS for Inhibitors of Vif-A3F Interactions: qHTS. HeLa A3F-eYFP + Vif (tagged APOBEC3F with the HIV-1 protein that degrades it), YFP fluorescence increase. Potency, µM (series often up to 46.1 µM), without a hit: at the top dose activity, negative = active. 390,000 compounds, 0.2% hits. AID 602313, 2012; note: potency is the fitted concentration of half-maximal effect; % of control where 0% means no effect; nearly all actives have a fitted effect of over 65% in size
#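 HeLa cells stably expressing A3F-eYFP plus Vif, plated and incubated overnight at 37 deg C, then exposed to compounds overnight at 37 deg C. Blocked degradation read as raised yellow fluorescence (Ex 488/Em 500-530).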
# D2 ag = HTS Assay for Allosteric Agonists of the Human D2 Dopamine Receptor: Primary Screen for Agonists. D(2) dopamine receptor (Homo sapiens), P14416. HEK293 T-REx D2 cells, calcium flux agonist mode. activation, % at 2 µM. 340,000 compounds, 0.53% hits;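 active = activation over 3 SD above normal in the single-dose calcium agonist read, cut at about 30% in these data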; note: 0% is about no effect
# Target sequence (P14416 whole entry, looked up): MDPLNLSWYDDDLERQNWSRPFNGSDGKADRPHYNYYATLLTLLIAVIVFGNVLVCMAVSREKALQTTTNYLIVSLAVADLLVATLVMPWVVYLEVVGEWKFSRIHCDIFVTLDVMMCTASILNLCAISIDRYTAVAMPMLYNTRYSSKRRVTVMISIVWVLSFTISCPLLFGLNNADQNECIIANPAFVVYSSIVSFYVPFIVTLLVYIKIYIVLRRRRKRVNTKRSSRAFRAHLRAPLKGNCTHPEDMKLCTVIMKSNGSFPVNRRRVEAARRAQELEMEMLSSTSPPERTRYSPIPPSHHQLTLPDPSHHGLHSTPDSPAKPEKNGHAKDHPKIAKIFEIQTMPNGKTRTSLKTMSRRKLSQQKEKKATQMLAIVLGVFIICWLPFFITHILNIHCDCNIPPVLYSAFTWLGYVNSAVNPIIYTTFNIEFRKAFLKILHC
#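 Agonism scored from kinetic calcium signal (1 read/sec, 180 s) following compound pin transfer, after a 10 s baseline. Cells: HEK293 Trex line expressing inducible D2 receptor coupled to calcium, dye-loaded after overnight culture at 30 C.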
# ERG-DNA inh = qHTS for Small Molecule Inhibitors of the ERG Ets/DNA interaction. Transcriptional regulator ERG (Homo sapiens), P11308. 370,000 compounds, 0.028% hits. Potency, µM (doses to about 76.9 µM), for the others: at the highest dose FP activity, negative = inhibition, hits mostly inhibitors. fluorescence polarization, His-ERG Ets domain / labelled DNA; active = well fitted inhibition curve with a large enough effect in the polarisation, with a control signal flat; inconclusive = small, poorly fitted or top-dose-only effect, or effect the other way, or a change in a side signal; inactive = no such curve, though single readings can be large or run the other way; the % refers to the polarisation;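 note: polarization taken with two DNA probes labelled with fluorescein and Texas red; potency is the fitted concentration of half-maximal effect; % of control where 0% means no effect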
#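 His-tagged ERG Ets domain (1 uM in the protein solution; 300mM KCl, 50mM Tris-HCl, 1mM EDTA, 1mM DTT, pH 7.5) received compound, then a probe mix of 5 nM fluorescein-DNA and 100nM Texas-615-DNA. Fluorescence polarization was read for both dyes.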
# Glioma ERSR ind = qHTS for Inducers of the Endoplasmic Reticulum Stress Response (ERSR) in Human Glioma: qHTS | U87-MG GRP78 promoter luciferase reporter, 16 h | Potency, µM, without a hit: at the highest dose activation, hits mostly activators | 420,000 compounds, 0.02% hits; note: potency is the fitted concentration of half-maximal effect; series mostly up to about 76 µM; % of control where 0% means no effect; nearly all actives have a fitted effect of over 35% in size
#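 ERSR induction read as luciferase luminescence (Bright-Glo, 10 min at room temperature) in stably transfected human U87-MG glioma cells exposed to compounds for 16 h, using GRP78 as sensor.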
# Vif-APOBEC3G blk = qHTS for Inhibitors of Vif-A3G Interactions: qHTS. Potency, µM (doses to about 46.1 µM), without a hit: top-dose activity, negative = active, most hits filed as inhibitors. DNA dC->dU-editing enzyme APOBEC-3G (Homo sapiens), Q9HC16. 410,000 compounds, 0.076% hits. HeLa A3G-eYFP + Vif (tagged APOBEC3G with the HIV-1 protein that degrades it), YFP fluorescence, overnight. AID 602310, 2012;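 note: potency is the fitted concentration of half-maximal effect; % is set by controls: 0 for no effect and ±100 for the full control effect; nearly all actives have a fitted effect of over 60% in size; hits raise eYFP signal because A3G escapes Vif-driven loss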
#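 HeLa cells stably expressing Vif and C-terminally eYFP-tagged A3G, seeded overnight at 37 deg C, then exposed to compound by pintool overnight at 37 deg C. Rise in yellow fluorescence (Ex 488/Em 500-530, Acumen) marks blocked Vif-driven A3G degradation.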
# D2 antagonist = HTS Assay for Allosteric Antagonists of the Human D2 Dopamine Receptor: Primary Screen for Antagonists. D(2) dopamine receptor (Homo sapiens), P14416. HEK293 TREx D2 cells, calcium flux, dopamine EC80. inhibition, % at 10 µM. 340,000 compounds, 2% hits; in the data active = inhibition above about 30%; note: 0% is about no effect
#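 Measurement of antagonist activity uses fluorescent calcium dye in inducible HEK293 T-REx D2 cells: 10 s baseline, compound addition with 180 s read, EC80 dopamine addition with a further 180 s read.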
# RGS4 inh = Inhibitors of Regulator of G Protein Signaling (RGS) 4: qHTS; Regulator of G-protein signaling 4 (Homo sapiens), P49798; Transcreener GDP fluorescence polarization, RGS4-accelerated GTP hydrolysis; Potency, µM (top dose mostly 114 µM), for inactives: at the top dose activity change, negative = inhibition, usual class: inhibitors; 390,000 compounds, 0.039% hits; note: potency is the fitted concentration of half-maximal effect; % is set by controls: 0 for no effect and ±100 for the full control effect; nearly all actives have a fitted effect of over 75% in size; some results filed as inactive show a strong effect at the top dose
#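 MLSMR compounds (23 nl, pin-transferred) preincubated 10 min at room temperature with a 500nM (2x) first reagent, then RGS4 at 900nM (2x) plus Transcreener GDP mix added; fluorescence polarization (620/688 nm) read before and after 90 min at 30 °C.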
# LDHA inh = qHTS assay for inhibitors of human lactate dehydrogenase; L-lactate dehydrogenase A chain (Homo sapiens), P00338; purified LDHA, NADH/diaphorase-resazurin fluorescence; hits give low values; activity change, % (values are at about 110 or 230 µM); 480,000 compounds, 0.15% hits; AID 1347041, 2019; in the data active = activity change below about -30%; inconclusive = mostly about -25% to -30%;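 note: plate controls were DMSO wells for no effect and wells without enzyme for full effect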
#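 Human LDH5 at 2 nM final in Tris HCl pH 7.4 with 0.06 mM NADH and 0.2 mM pyruvate, reacted 5 minutes at room temperature. Remaining NADH coupled via diaphorase/resazurin; resorufin fluorescence read at 0 and 20 minutes, normalized to enzyme-free and DMSO wells.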
# * = called active by the depositor; ? = inconclusive; . = not tested or not shown; & = joins results of further samples; [ ] = remark or other dose. Unless noted, calls come from the whole dose curve; as a rule, active = well fitted curve in the direction sought with a large enough effect; inconclusive = small, poorly fitted or top-dose-only effect, or another doubt; inactive = no such curve, though single readings can be large; an effect the other way counts as inactive or inconclusive. Some of the compounds tested; count on the stated rates, not on these rows.
no.	Compound	RGS4 inh	ERG-DNA inh	12-LOX inh	Glioma ERSR ind	Vif-APOBEC3F blk	D2 antagonist	Vif-APOBEC3G blk	LDHA inh	D2 ag
1	COc1cccc(NC(=O)COC(=O)C2CC2)c1	20%	0%	-5%	1%	8%	.	1%	-9	.
2	CC1CCCC(C)N1C(=O)COC(=O)c1ccc(O)cc1 (stereo not drawn)	-5%	10%	-3%	1%	4%	-15	2%	2	0.1
3	COc1ccc(N/C(N)=N/c2nc(CSc3ccc(C)cc3)cc(=O)[nH]2)cc1	-19%	-3%	-15%	2%	.	-7	0%	-7	0.0
4	Cc1cc(=O)oc2cc(NC(=O)COc3ccccc3[N+](=O)[O-])ccc12	6%	-6%	-10%	-2%	7%	-20	0%	-7	-0.3
5	O=S(=O)(c1ccc(Oc2ccc(Br)cc2)cc1)N1CCOCC1	24%	-3%	0%	4%	2%	6	0%	-3	0.7
6	Cc1c(NC(=O)CSc2ccc(Cl)cc2)cccc1-c1nc2ncccc2o1	-20%	2%	17%	-2%	-1%	-16	1%	-6	-0.7
7	CC(C)(C)N(Cc1ccccc1)C(=O)COC(=O)c1ccc2ccccc2n1	5%	10%	?	-1%	1%	.	-1%	-10&-20	.
8	CSC1=NCCN1S(=O)(=O)c1ccc2ccccc2c1	-10%	-3%	-1%	-4%	-2%	-10	-1%	-11	-0.1
9	CCCCNC(=O)c1onc(CSc2ccc(F)c(F)c2)c1C(=O)O	-7%	-15%	-14%	-4%	1%	-4	-21%	-8	-0.7
10	O=Nc1c2cc3ccccc3[nH]c-2c2ccccc12	8%	4%	?	-5%	6%	.	2%	0	.
11	CNC(=O)c1ccc(-c2nc(CN3CCc4ccccc43)c(C)o2)cc1	-28%	-1%	?	1%	3%	.	2%	13	-1.2
12	CCC(C)(C)C1CCc2[nH]nc(C(=O)NCCCNC(=O)OC(C)(C)C)c2C1 (stereo not drawn)	24%	-12%	1%	0%	0%	6	-1%	-2	-1.6
13	COC(=O)c1cc2n(n1)CCN(Cc1cccc(OC)c1)C2=O	10%	7%	1%	-2%	-20%	3	0%	-9	1.2
14	CCCNC(=O)c1ccccc1NC(=O)c1ccc(CSc2ccccc2)cc1	1%	-6%	238%[activator]	0%	3%	7	-6%	-3	-0.9
15	O=C(COC(=O)c1c[nH]c2ccccc12)NC1CCCC1	8%	-8%	202%[activator]	4%	-10%	13	4%	-4	0.3
16	COn1c(=O)c(-c2ccccc2)[n+]([O-])c2ccccc21	14%	5%	83%[activator]	-3%	2%	-18	-5%	0	-4.2
17	Cc1c(C(=O)c2ccc(F)cc2F)c2ccccn2c1CCC#N	-17%	-2%	?	-5%	1%	-7	7%	6	0.2
18	CCCCn1c(N)c(N(CCOC)C(=O)CSc2nnc(-c3ccc(C(C)(C)C)cc3)n2N)c(=O)[nH]c1=O	?	9%	-41%	1%	-1%	13	0%	1	0.0
19	CCCCC(=O)NCCc1ccc(OC)cc1	-7%	-19%	38%[activator][57.4 µM]	-4%	2%	23	0%	-3	-1.1
20	Cc1ccc(NC(=O)c2cc3c(-c4ccccc4)nn(-c4ccccc4)c3s2)cc1	12%	-1%	-17%	-3%	-2%	.	-1%	-10	0.1
21	CC1(C(=O)NS(=O)(=O)c2ccccc2)CCN1C(=O)Cc1ccc(Cl)cc1Cl (stereo not drawn)	.	.	-13%	-5%	.	.	-3%	-3	.
22	CN(Cc1ccon1)Cc1cn(Cc2ccccc2)nc1-c1ccc2c(c1)OCO2	0%	0%	-9%	-3%	1%	-5	0%	1	-0.7
23	Cc1nnc2sc(SCc3cccc(Cl)c3)nn2c1=O	-31%	16%	1%	5%	-4%	-2	-6%	-5	2.5
24	Nc1cc(OC(=O)c2cccs2)nn1S(=O)(=O)c1ccccc1	-31%	-11%	-11%	-6%	5%	1	-4%	-1	1.0
25	O=C(COC(=O)CCC(=O)c1ccc(Cl)cc1)NCc1ccco1	-30%	-6%	?	-3%	15%	-10	-4%	1	1.2
26	COc1ccc(S(=O)(=O)N2CCOC2CNC(=O)C(=O)NCc2ccc(F)cc2)cc1OC (stereo not drawn)	-41%	-3%	18%	-5%	-14%	14	0%	1	-0.3
27	O=C(NCc1ccc2c(c1)OCO2)c1cc(-c2ccc(Cl)cc2Cl)on1	-2%	-4%	-12%	-1%	-5%	1	0%	-8	-0.8
28	C[C@H]1CN=C(Nc2ccccc2)N1CC1CCCCCC1	33%	5%	12%	-3%	-3%	-6	4%	-6	0.9
29	CCN(CC(=O)Nc1ccc(NC(C)=O)cc1)C(=O)Cc1coc2cc(C)c(C)cc12	-18%	-7%	-25%	-5%	1%	-8	0%	1	0.3
30	CC(C)(C)c1ccc(C(=O)NCc2nnc(SCC(=O)NC3CCCC3)o2)cc1	21%	13%	0%	-3%	-1%	-6	-2%	-6	0.2
31	CC(C)(C)NC(=O)CCN1CCOCC1	-1%	10%	4%	1%	-7%	5	-2%	-5	-1.5
32	COCCn1c(=S)[nH]c2cc(C(=O)NCCc3ccccc3)ccc2c1=O	21%	-2%	2%	-2%	-5%	8	-8%	-1	1.0
33	CCOC(=O)c1ccc(-n2c(N)c(C(=O)NCc3ccco3)sc2=S)cc1	?	-4%	?	-3%	-5%	.	-1%	-3	.
34	COc1ccc(CNC(=O)CN2C(=O)CC(c3ccccc3)=Nc3ccccc32)cc1	-1%	-15%	-17%	-4%	?	10	-1%	-1	0.9
35	CCOc1ccc(NC(C)=O)cc1	9%	14%	1%	-2%&14%&-5%&-2%&-3%	-1%	.	0%&2%	-8&-3	.
36	CCN(c1ccccc1)S(=O)(=O)c1ccc(C(=O)NCCCn2ccnc2)cc1	-18%	-9%	2%	-4%	8%	-21	3%	0	9.4
37	COc1cccc(S(=O)(=O)Nc2ccc3sc(C)nc3c2)c1	15%	0%	?	-3%	4%	-3	1%	4	0.7
38	O=C(Nc1ccncc1)Nc1cccc(Cl)c1	-3%	2%	?	2%	2%	1	-2%	-4	1.9
39	CCCCCCC(C)n1[nH]c(=O)c2c(C)cc(C)nc21 (stereo not drawn)	9%	3%	-21%	-2%	-10%	6	0%	-4	-1.7
40	CN1CCN(C(=O)CN(C)S(=O)(=O)c2ccc3ccccc3c2)CC1	0%	11%	-16%	-3%	-7%	2	2%	-6	-0.2
41	N#Cc1c(-c2ccc([N+](=O)[O-])cc2)nc2n(c1=O)CCS2	-1%	-8%	9%	1%	8%	10	-5%	-19	0.0
42	O=C(CCC(=O)N1CC2CCCN2c2ccccc21)NCc1ccc(Cl)cc1 (stereo not drawn)	6%	-2%	0%	-3%	-5%	.	-2%	6	-0.1
43	Cc1ccc(N(Cc2ccccc2F)S(C)(=O)=O)c(C)c1	-11%	0%	1%	-4%	0%	-8	0%	-8	-0.8
44	CCCOc1ccc(/C=N/Nc2cc(N3CCOCC3)ncn2)c(O)c1	-14%	-5%	0%	-4%	-25%	.	-6%	-7	.
45	CCCC(=O)Nc1ccc2c(c1)nc(CN1CCN(C(=O)OCC)CC1)n2C(C)C	21%	6%	0%	-5%	-15%	.	-33%	-4	.
46	COCc1cc(C)nc(SCC(=O)Nc2ccc3c(c2)OCO3)c1C#N	11%[11.4 µM]	-5%	-17%	0%	2%	17	4%	-8	-1.4
47	CC(=O)N/N=C(\C)c1cccc(NC(=O)c2cccs2)c1	17%	4%	6%	0%	6%	-2	0%	-7	-1.2
48	COCc1cc(C)nc(N2CCc3ccccc32)c1C#N	13%	5%	0%	-1%	-9%	23	-3%	-3	0.1
49	C=C(C)C1CC=C(C)/C(=N/NC(=O)CNc2ccc(C)cc2C)C1 (stereo not drawn)	20%	-2%	13%	-3%	-5%	1	-3%	-6	-0.1
50	CCOC(=O)CNc1nc(Cl)nc(Nc2ccccc2)n1	-52%	2%	?	8%	0%	7	0%	-8	-1.1
51	O=C(Nc1nnc(COc2ccc(Br)cc2)s1)c1ccco1	-17%	3%	0%	0%	-5%	1	-6%	-6	0.1
52	O=C(Cc1ncc(C(F)(F)F)cc1Cl)NCc1ccco1	31%	-8%	5%	-2%	-1%	9	-8%	-9	2.9
53	COC(=O)c1cn(CCC#N)nc1-c1ccc2ccccc2c1	-3%	8%	21%	-1%	-2%	11	1%	-1	0.2
54	CCCN1CNC(=S)N(c2ccc(C)cc2C)C1	9%	-6%	130%[activator]	1%	0%	6	-1%	-8	0.6
55	O=C(CSc1ccccc1F)NC(=O)NCc1ccco1	6%	7%	-7%	-2%	-7%	.	-2%	-7	.
